Screens from PubChem.
VIM-2 inh: blocks Pseudomonas aeruginosa VIM-2 metallo-beta-lactamase; purified VIM-2, nitrocefin hydrolysis, epi-absorbance fluorescence; inhibition, % at 5.6 µM; 290,000 compounds, 0.89% hits; AID 1527;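 active = inhibition above the mean of all tested compounds plus 3 SD, cutoff set per screening run, cut at about 7.5% in these data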;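 note: red hydrolysis product quenches plate fluorescence so inhibitors raise well fluorescence; 0% = enzyme with DMSO and 100% = DMSO without enzyme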
pCIP destab: compounds decreasing mouse p/CIP protein stability; Q05BA5; F442A p/CIP-EGFP cells, EGFP fluorescence, 16 h; decrease of EGFP signal, % at 10 µM; 290,000 compounds, 0.01% hits;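 active = EGFP signal decrease of at least 30% at 10 µM or well 3 SD below plate mean, unless failing retest; inactive = the rest, including hits failing retest or dose response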; note: some compounds called inactive have numbers as strong as hits; many of its hits are not listed in these tables
Target sequence (Q05BA5 1-1403): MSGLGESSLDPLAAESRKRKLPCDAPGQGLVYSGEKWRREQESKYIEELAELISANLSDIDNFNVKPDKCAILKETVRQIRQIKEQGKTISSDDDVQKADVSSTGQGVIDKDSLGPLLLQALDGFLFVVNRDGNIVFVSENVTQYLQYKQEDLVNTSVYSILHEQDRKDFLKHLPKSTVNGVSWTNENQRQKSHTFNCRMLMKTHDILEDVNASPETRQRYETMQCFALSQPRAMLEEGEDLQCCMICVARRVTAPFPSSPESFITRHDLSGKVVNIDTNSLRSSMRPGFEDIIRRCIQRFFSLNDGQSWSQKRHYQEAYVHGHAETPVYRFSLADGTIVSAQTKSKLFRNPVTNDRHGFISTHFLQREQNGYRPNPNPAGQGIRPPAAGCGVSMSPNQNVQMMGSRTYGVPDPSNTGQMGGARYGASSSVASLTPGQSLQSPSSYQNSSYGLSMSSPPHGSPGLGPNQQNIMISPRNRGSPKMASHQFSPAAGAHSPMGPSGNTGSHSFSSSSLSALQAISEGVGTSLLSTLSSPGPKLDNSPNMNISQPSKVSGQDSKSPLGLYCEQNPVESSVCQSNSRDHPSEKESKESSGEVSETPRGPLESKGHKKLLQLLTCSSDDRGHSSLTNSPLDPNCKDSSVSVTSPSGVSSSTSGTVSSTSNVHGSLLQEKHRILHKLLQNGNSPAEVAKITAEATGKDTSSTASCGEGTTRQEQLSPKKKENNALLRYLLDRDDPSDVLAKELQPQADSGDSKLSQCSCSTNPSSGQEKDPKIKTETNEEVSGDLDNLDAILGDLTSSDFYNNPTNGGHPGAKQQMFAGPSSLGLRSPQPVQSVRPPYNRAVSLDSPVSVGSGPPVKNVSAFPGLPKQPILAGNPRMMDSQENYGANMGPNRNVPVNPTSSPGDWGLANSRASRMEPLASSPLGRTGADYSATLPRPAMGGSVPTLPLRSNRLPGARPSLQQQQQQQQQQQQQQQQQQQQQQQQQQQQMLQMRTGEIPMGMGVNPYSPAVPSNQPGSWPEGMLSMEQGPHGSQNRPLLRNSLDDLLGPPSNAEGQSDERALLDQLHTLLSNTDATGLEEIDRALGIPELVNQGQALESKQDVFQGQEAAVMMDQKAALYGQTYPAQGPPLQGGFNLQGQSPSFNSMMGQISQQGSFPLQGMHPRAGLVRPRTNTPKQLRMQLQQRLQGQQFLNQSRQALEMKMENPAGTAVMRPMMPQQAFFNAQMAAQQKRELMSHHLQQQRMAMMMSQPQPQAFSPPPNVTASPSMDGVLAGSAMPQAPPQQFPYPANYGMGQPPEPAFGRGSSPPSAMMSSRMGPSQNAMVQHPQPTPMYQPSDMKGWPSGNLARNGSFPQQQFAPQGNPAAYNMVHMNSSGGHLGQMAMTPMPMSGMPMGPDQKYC
HCV NS3 hel inh: HCV NS3 helicase inhibition. inhibition, % at 10.9 µM. 290,000 compounds, 0.56% hits. NS3 helicase DNA unwinding, Cy5 molecular beacon fluorescence;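 active = inhibition above the mean of all tested compounds plus 3 SD, set per campaign, cut at about 35% in these data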;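 note: 0% = DMSO wells and 100% = thioflavine S control wells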
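Compound dosing – single dose, 10.9 µM nominal final, DMSO 0.8% final · System – NS3 helicase fragment of HCV · Buffer or medium – MOPS pH 6.5, MgCl2, DTT, Tween20, BSA · Signal – Cy5 beacon fluorescence read at start and 1 h · Also added – annealed dual-labelled DNA beacon duplex, ATP-started · Schedule – 1 h at 25 °C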
MEKK3 PB1 HTS: raises or lowers MEK5 binding to the human MEKK3 PB1 domain; Q99759; 290,000 compounds, 1.4% hits; bead-based flow cytometry, Alexa488-MEK5 binding to MEKK3; actives lie on both sides; 0 = blocked by unlabeled MEK5, 100 = vehicle; binding response (% of control), % at 10 µM; AID 1529;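 active = binding response more than 3 SD above or below the average of its plate-row segment, actives on both sides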;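 note: Alexa488 bead fluorescence after subtracting the streptavidin-only scavenger bead signal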
IDE act: IDE (human) activation, cell-based | 340,000 compounds, 0.073% hits | P14735 | AID 493087 | activation, % at 5.96 µM | HEK cells, FAbeta-B cleavage, fluorescence polarization; 0% vehicle, 100% cell-free pure enzyme wells;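 active = activation above the mean of all tested compounds plus 3 SD, set per screening campaign, cut at about 17% in these data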
FID counter: counter-screen for HCV NS3 helicase inhibitors: DNA intercalator displacement; DNA fluorescent intercalator displacement, fluorescence; inhibition, % at 7.9 µM; 290,000 compounds, 0.17% hits; in the data active = inhibition above about 37%;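 note: 0% = vehicle and 100% = reference compound; higher means more ethidium bromide displaced from hairpin DNA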
SUMO HTRF inh: inhibitors of human SUMOylation (UBC9); HTRF SUMOylation assay, SAE1/SAE2 + UBC9, in vitro; inhibition, % at 35 µM; 290,000 compounds, 0.36% hits; AID 2006; in the data active = inhibition above about 50%, passing the limit was not always enough; note: strong numbers were not always called active
PHOSPHO1 block: blocks human PHOSPHO1 phosphatase activity; recombinant PHOSPHO1, absorbance phosphatase assay; inhibition, % at 13.3 µM; 290,000 compounds, 1.1% hits; AID 1565; in the data active = inhibition above about 60%
IMP-1 inhibitor: blocks Pseudomonas aeruginosa IMP-1 metallo-beta-lactamase. purified IMP-1, nitrocefin hydrolysis, epi-absorbance fluorescence. inhibition, % at 5.6 µM. 290,000 compounds, 0.45% hits. AID 1556;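 active = inhibition above the mean plus 3 SD of all compounds in the same screening run, cut at about 4.5% in these data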;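 note: 0% = IMP-1 with DMSO and 100% = DMSO wells lacking enzyme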
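System: Purified recombinant IMP-1 metallo-beta-lactamase enzyme | Measured by: Fluorescence quenching readout, ex 480/em 530 nm | Replication: Singlicate | Incubation: 15 min preincubation plus 25 min reaction at 25 °C | Evaluation: Percent inhibition from optical density relative to buffer-blank wells | Benchmarks: DMSO with and without IMP-1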
Starred values were filed as active, the others as inactive; x = not tested or not shown.

SMILES	VIM-2 inh	pCIP destab	HCV NS3 hel inh	MEKK3 PB1 HTS	IDE act	FID counter	SUMO HTRF inh	PHOSPHO1 block	IMP-1 inhibitor
CC(C)Oc1cc(NC(=O)CS(=O)CC(=O)Nc2cccc(C(F)(F)F)c2)c(Cl)cc1Cl (stereo not given)	-4.5	1	6	94	4	-7	-16	-22	-2.9
COc1cc2cc(C)c(SCC(=O)N3CCOCC3)nc2cc1OC	1.6	-1	0	98	-3	-20	19	7	-1.5
COc1ccccc1CCNC(=O)C(=O)NCC1OCCN1S(=O)(=O)c1ccc(Br)cc1 (stereo not given)	0.2	3	-1	89	4	-31	3	2	-1.9
CC(C)N1CCC(N2CCN(CC#Cc3ccccc3)CC2CCO)CC1 (stereo not given)	-1.4	5	5	103	7	6	7	46	0.0
CCOC(=O)c1sc2ccc(S(=O)(=O)N3CCOCC3)cc2c1N	-1.4	-5	-2	101	7	-12	-13	16	-3.9
COc1ccc(-n2cnc3ccccc3c2=O)c([N+](=O)[O-])c1	-1.0	-7	-1	107	-1	-2	0	36	-0.8
Cc1ccccc1-c1noc(CCC(=O)NCC2CCCO2)n1 (stereo not given)	-0.9	2	-5	102	-1	-6	20	38	-1.2
O=C(Cc1cccs1)Nc1cccc(-c2nc3ccccc3[nH]2)c1	-4.9	0	1	107	5	-2	4	1	-5.9
COc1ccccc1CN(C)C(=O)c1ccc(COc2ccccc2)cc1	-4.1	-6	-5	98	-1	-47	-12	-13	-3.0
CC(C)c1ccc2[nH]c(O)c(N=NC(=O)c3ccc(CSc4nncn4C)cc3)c2c1	-2.1	-11	-11	99	4	0	10	-4	-0.2
Cc1cccc(N2CC(C(=O)O)CC2=O)c1C (stereo not given)	-0.9	-1	11	99	8	1	-7	33	-2.1
Cc1ccc2c(c1)N(S(=O)(=O)c1ccc(CN3C(=O)c4cccnc4C3=O)s1)CCO2	-0.6	-5	-7	106	3	-44	6	26	-2.6
O=C(CSc1ncnc2ccccc12)NCCc1ccccc1	1.2	-2	-1	105	9	-14	0	40	-2.7
O=C(NCc1ccccc1)c1cccc(NS(=O)(=O)c2cccc3cccnc23)c1	-3.8	-9	5	99	-1	-10	0	11	-3.4
CCCN1C(=O)C2(/C(=C(\O)c3ccc4c(c3)OCCO4)C(=O)C(=O)N2CCCOC)c2ccccc21 (stereo not given)	-3.5	-22	7	102	-4	-34	13	20	-1.8
Cc1ccc(N=Nc2c(C)[nH]n(-c3ccccc3)c2=O)cc1Br	-1.8	4	3	105	2	0	0	19	-4.8
O=C(CCl)N(Cc1ccccc1)c1ccccc1	-3.4	-14	-1	97	0	-3	19	28	-1.2
CCCCNC(=O)c1cc(-c2ccc(OC)cc2)on1	-3.0	-5	-12	108	-4	-15	26	-27	-4.1
CCn1c(C(C)NC(=O)c2cccc(C)c2)n[nH]c1=S (stereo not given)	-0.6	-16	18	97	5	0	-1	15	-3.0
O=C(c1ccco1)N1CCN(C(c2ccccc2)c2nnnn2Cc2cccs2)CC1 (stereo not given)	-2.5	1	-7	97	-6	-28	23	11	-4.9
Cc1oc2c(c(C)cc3oc(=O)c(CC(=O)N[C@@H](CC(C)C)C(=O)O)c(C)c32)c1C	-0.2	-2	47*	109	3	-50	48	x	-5.5
COC(=O)CC1C(=O)NCCN1C(=S)Nc1ccccc1Cl (stereo not given)	-1.6	-3	-5	99	5	-1	23	34	0.5
CC(C)CC(NC(=O)C(CO)NC(=O)C1CCC(=O)N1)C(N)=O (stereo not given)	-1.8	-21	4	88	-1	0	14	2	-1.9
O=C(NCCNC(=O)c1cnccn1)c1ccc(Cl)c(Cl)c1	0.7	4	-3	104	6	-7	16	28	-0.3
CCOc1ccccc1NC(=O)NCc1ccc2c(c1)OCO2	-3.1	-8	6	102	4	-15	-1	53	-4.2
Cc1ccc(S(=O)(=O)N2CCOCC2)cc1C(=O)NCc1cn2ccsc2n1	0.2	5	3	95	5	-4	-13	-2	-3.0
CN(C)c1nc(C(=O)O)nc(N2CCOCC2)n1	-2.8	-4	14	106	1	-11	7	28	-4.0
Cc1ccc2nc(C(F)OC(F)(F)F)[nH]c2c1 (stereo not given)	-1.9	-21	27	94	5	1	-10	-26	-0.7
CCOc1cc(C(C(=O)NCC2CCCO2)N(C(=O)Cn2nnc3ccccc32)c2ccc(NC(C)=O)cc2)ccc1O (stereo not given)	-1.3	1	-5	105	-1	-14	14	19	-0.2
O=C(Nc1cccnc1)/C(N=Nc1ccc(Cl)c(C(F)(F)F)c1)=C(\O)c1ccccc1	-0.5	-2	-2	90	3	7	-12	3	0.7
CC(C)C[C@H](NC(=O)OC(C)(C)C)c1n[nH]c(=S)n1N	-4.1	-8	-3	108	4	-22	4	6	-1.4
C#CCOc1ccccc1/C=N/NC(=O)c1ccccc1OCc1ccccc1	0.2	-4	1	100	0	-22	26	13	-0.7
CCOc1ccccc1NC(=O)CN(c1nccs1)S(=O)(=O)c1ccc(N)cc1	-2.7	-1	3	99	1	-1	-12	16	-1.4
COc1ccc(CC2=C(O)c3ccccc3C(=O)C2=O)cc1	-0.7	-5	22	104	2	-3	52	19	-3.7
O=C(CCc1nnc(C2CCCCC2)o1)N1CCN(Cc2ccccc2)CC1	-1.2	-12	15	100	5	-24	4	45	-0.7
CC(NCc1ccco1)C(=O)N1CCc2ccccc2C1 (stereo not given)	-3.4	3	0	100	4	6	-14	41	-3.1
CCn1c(SCC(=O)NCc2ccco2)nc2c(c1=O)SC(C)C2 (stereo not given)	-3.6	2	5	105	2	-1	-1	10	2.5
CCOC(=O)c1sc2nccc(N(C)C)c2c1N=CNOCc1c(F)cccc1Cl	-3.1	-7	-6	96	1	-7	-1	14	-2.0
CCC(C)/C=C/C1=CC2=C(Cl)C(=O)C3(C)OC(=O)C(C(=O)C(C)C(C)O)C3C2=CO1 (stereo not given)	0.8	-2	17	81	2	-47	34	28	-0.2
COc1cc(NC(=S)NCc2cccs2)cc(OC)c1	-0.6	-3	1	99	1	-15	-6	-1	-1.6
COc1c(F)c(F)c(C(=O)Nc2ccc3oc(-c4ccncc4)nc3c2)c(F)c1F	-2.4	-13	0	96	0	-1	6	22	-3.5
O=C(Cc1ccccc1[N+](=O)[O-])Nc1ccc(S(=O)(=O)N2CCCC2)cc1	-2.0	-5	7	103	3	-2	-11	28	-1.7
CC(=O)NCCOC(=O)Nc1cccnc1	0.8	0	1	79	-1	-4	14	14	-2.2
O=C(NC(=S)NCC1CCCO1)c1ccccc1[N+](=O)[O-] (stereo not given)	7.1	2	-6	98	x	7	0	41	-2.8
O=C(Nc1nc(-c2ccccc2)cs1)c1cccnc1	-0.3	-3	0	101	4	-14	-2	20	-3.0
NS(=O)(=O)OCc1ccc(C(F)(F)F)cc1	0.1	2	-4	98	-2	9	3	10	-1.6
Cc1ccc(C(=O)Oc2ccc(C(=O)COC(=O)C3CC(=O)N(Cc4ccco4)C3)cc2)cc1 (stereo not given)	-1.6	-11	-2	114	-1	-9	-22	-1	-2.1
Cc1cc(N)n(-c2ccc(S(=O)(=O)N3CCOCC3)cc2[N+](=O)[O-])n1	-2.4	-1	13	99	0	1	-12	52	-3.4
O=C1CC(Sc2nnc(-c3ccccc3O)o2)C(=O)N1c1ccccc1 (stereo not given)	-5.2	8	2	x	-30	-7	-4	95*	-3.8
CCC1CCCCN1CCCNC(=O)C1CCN(Cc2nc(-c3ccc(Cl)cc3)oc2C)CC1 (stereo not given)	-1.3	-1	-34	103	1	28	5	33	-2.7
Cc1ccc(N(CC(=O)NCCSc2ccccn2)S(C)(=O)=O)cc1	-3.4	-22	-1	98	3	-2	12	28	-1.3
COc1c2c(cc3oc(=O)ccc13)OC(C)(C)C=C2	x	2	x	109	0	x	3	4	x
COc1ccc(NC(=O)c2cc(OC)c(OC)cc2OC)c(S(=O)(=O)N2CCOCC2)c1	x	-18	x	102	9	x	6	-5	x
CCc1ccc(CCC(=O)Nc2ccccc2C(=O)O)o1	-3.3	-9	20	87	0	-7	-6	17	-1.6
CC(Oc1ccc(Cl)cc1Cl)C(=O)NC1=NN(c2ccccc2)C(=O)C1 (stereo not given)	-0.4	-5	27	102	6	-16	49	23	-2.0
O=C(Nc1ccc(Cl)cn1)c1cccc(S(=O)(=O)N2CCOCC2)c1	-1.8	-2	3	99	1	-1	4	-4	-0.7

Arranged by molecular weight (lowest first): part of the list above
SMILES	VIM-2 inh	pCIP destab	HCV NS3 hel inh	MEKK3 PB1 HTS	IDE act	FID counter	SUMO HTRF inh	PHOSPHO1 block	IMP-1 inhibitor
CCn1c(C(C)NC(=O)c2cccc(C)c2)n[nH]c1=S (stereo not given)	-0.6	-16	18	97	5	0	-1	15	-3.0
COc1ccccc1CN(C)C(=O)c1ccc(COc2ccccc2)cc1	-4.1	-6	-5	98	-1	-47	-12	-13	-3.0
CCOc1cc(C(C(=O)NCC2CCCO2)N(C(=O)Cn2nnc3ccccc32)c2ccc(NC(C)=O)cc2)ccc1O (stereo not given)	-1.3	1	-5	105	-1	-14	14	19	-0.2

An excerpt; rates above refer to the full screens.
